mcGAS MS inh – inhibitors of Mus musculus cyclic GMP-AMP synthase, initial high-throughput assay, cell-free, RapidFire MS | AID 1259397, 2018 | inhibition, % at 12.5 µM | recombinant mouse cGAS, cGAMP by RapidFire MS | 130,000 tested, 0.18% active | Q8C6L5;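 active means inhibition of cGAS enzyme activity at or above 60%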;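 further: enzyme stimulated by 45 bp dsDNA with ATP and GTP substrates; cGAMP share of summed cGAMP plus half ATP and half GTP signals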
Target sequence (Q8C6L5 whole entry, looked up): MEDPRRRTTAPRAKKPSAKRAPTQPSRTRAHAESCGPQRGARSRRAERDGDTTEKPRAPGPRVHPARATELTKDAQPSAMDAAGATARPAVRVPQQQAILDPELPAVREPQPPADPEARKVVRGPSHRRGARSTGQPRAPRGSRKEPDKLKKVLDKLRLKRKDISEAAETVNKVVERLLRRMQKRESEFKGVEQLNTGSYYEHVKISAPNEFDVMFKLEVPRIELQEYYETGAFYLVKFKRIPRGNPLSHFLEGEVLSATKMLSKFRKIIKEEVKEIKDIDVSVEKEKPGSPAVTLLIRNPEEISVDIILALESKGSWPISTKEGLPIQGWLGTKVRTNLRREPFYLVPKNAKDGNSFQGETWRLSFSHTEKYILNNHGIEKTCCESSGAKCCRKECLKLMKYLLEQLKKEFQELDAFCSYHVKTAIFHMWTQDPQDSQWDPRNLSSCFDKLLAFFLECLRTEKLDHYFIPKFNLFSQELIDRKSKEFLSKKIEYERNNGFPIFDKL
* hit, by the source's call; & = joins results of further samples. This is a subset. The share of hits here may be higher or lower than overall.

mol	mcGAS MS inh
Cc1ccnc(NCCN2CC(=O)N3CC[C@@H](O)C[C@H]3C2=O)c1	-11.0
Cc1occc1C(=O)N1CCN(S(=O)(=O)c2ccc(Cl)c(Cl)c2)CC1	-5.5
c1ccc2cc(OCc3nc4ccccc4[nH]3)ccc2c1	-9.2
O=C(NC1CCCC1)c1ccc(F)cc1I	6.2
Cn1c(=NC(=O)C2COc3ccccc3O2)sc2ccccc21 (stereo unspecified)	-9.4
CCc1ccc(Nc2cc(C#N)ccn2)cc1	-3.4
c1cn(CCCNCC2CCCCC2)cn1	-4.7
COc1cc(-c2nnc3s/c(=C\c4ccc(C)o4)c(=O)n23)cc(OC)c1OC	-29.0
CC1C(=O)N(c2cccc(Br)c2)CCN1C(=O)Nc1ccccc1 (stereo unspecified)	-13.1
NC(=O)c1cc2n(n1)C(C(F)(F)F)CC(c1cccs1)N2 (stereo unspecified)	-8.1

mol	mcGAS MS inh
O=c1ccc(S(=O)(=O)N2CCCC2)cn1Cc1cc(=O)n2ccsc2n1	0.4
COc1ccc(NC(=O)c2ccncc2Cl)c(NC(=O)C(C)C)c1	-25.9
COc1cc(C(=O)N2CC[C@@](C)(O)[C@@H](Cc3ccccc3)C2)ccn1	-11.6
Cc1cc(CN2CCN(C(=O)Cn3ncc4ccccc43)CC2)on1	-6.0
CCOc1ccc(Cl)cc1CN(C)Cc1cc2n(n1)CCCNC2	-25.0
CN=c1scc(-c2ccc(OC(F)F)cc2)n1N=Cc1ccc(OC)cc1	-11.4
CCc1[nH]n2c(=O)c(CC(=O)OC)c(C)nc2c1-c1ccccc1	1.5
CCc1nc(CN(C)C(=O)c2cc(Cn3ccc4ccccc43)[nH]n2)no1	-19.2
CCn1cnc(NC(=O)N2CCCC(c3ccccc3)CC2)n1 (stereo unspecified)	-15.8
CCc1nnc(NC(=O)Cc2c(C)nc(C)[nH]c2=O)s1	0.4

mol	mcGAS MS inh
Cc1oc2c(C)c(O)ccc2c(=O)c1Oc1ccccc1Cl	-3.5
CCn1ccnc1CN(C)c1cc(N2CCOCC2)nc(N)n1	-40.6
O=C(Nc1cccc(-n2cccn2)c1)C1CCCN(Cc2ccc3c(c2)OCCO3)C1 (stereo unspecified)	-6.2&2.4
C=C(Br)Cn1c(C2CC(=O)N(c3ccccc3OC)C2)nc2ccccc21 (stereo unspecified)	-0.7
Cc1ccnc(Nc2ccc(NCCNC(=O)CCc3ccccc3)nn2)c1	-2.7
CN1CCN(c2ccc(Cl)cc2NC(=O)COc2ccc(C#N)cc2)CC1	2.0
CCC1(CO)CCCN(c2ncc(C(F)(F)F)cc2Cl)C1 (stereo unspecified)	-36.8
O=C(NCC1(c2ccccc2Cl)CCOCC1)N1CCCC1	-7.2
CC(=O)NC(=O)c1cc2ccc(OC(C)=O)cc2oc1=Nc1ccc(C)cc1	-9.8
Cc1noc(-c2ccccc2C(=O)NCC(O)Cc2ccccc2)n1 (stereo unspecified)	-50.5

mol	mcGAS MS inh
CCOC(=O)C1(Cc2ccccc2)CCN(Cc2ccc(CC)o2)CC1	-1.7
C=CCN1C(=O)C(O)(CC(=O)c2ccco2)c2cc(Br)ccc21 (stereo unspecified)	11.4
COC(=O)N1CCCc2cc(NS(=O)(=O)NCc3ccccc3)ccc21	1.7
Cc1ccc(-c2cc(CNC(=O)CCNC(=O)OC(C)(C)C)on2)cc1	-23.3
CC(c1ccc2ccccc2c1)N(C)C1CCN(C(=O)C2CC2)CC1 (stereo unspecified)	-15.2
COc1ccccc1C1C(N2CSCC2=O)C(=O)N1CCc1ccccc1 (stereo unspecified)	13.4
CNS(=O)(=O)CC1CCCN1c1ccc(F)cc1C#N (stereo unspecified)	-7.2
O=C(NCc1ccco1)N1CCN(c2ccccn2)CC1	-7.0
CCSc1ncc(CN2CC[C@@H](N(C)CCc3ccccn3)[C@H](O)C2)cn1	-8.7
CN(Cc1ccccc1N1CCCC1)C(=O)c1cccc(NC(=O)NC2CC2)c1	-4.4

mol	mcGAS MS inh
CN(Cc1ccncc1)Cc1cnn(-c2ccc(F)cc2)c1	-13.4
Cc1cccc(S(=O)(=O)N2CCN(C(=O)c3ccc(Cl)s3)CC2)c1	-10.0
CC1CN(CCC2CCN(C(C)CC#N)CC2)CC(C)O1 (stereo unspecified)	-13.6
O=C(c1cscn1)N1CCc2c([nH]c3ccccc23)C1c1ccccc1F (stereo unspecified)	-11.4
O=C(CSc1n[nH]c(-c2cccs2)n1)N1CCN(C(=O)c2cccs2)CC1	-2.9
Nc1ncnc(NC(CO)CCO)c1[N+](=O)[O-] (stereo unspecified)	0.3
Cc1ccc(C(=O)N2CCCC(C(=O)Nc3cccc(-c4ccc(F)cc4)c3)C2)cn1 (stereo unspecified)	-4.2
Cc1ccc(S(=O)(=O)NC(=O)Nc2nc(CN3CCCC3)cs2)cc1	-30.6
Cc1ccc2c(c1)C(CC(=O)NCCc1cn3nc(C)sc3n1)C(=O)N2 (stereo unspecified)	-4.6
C=Cn1nccc1C(=O)c1ccc(Cl)cc1Cl	-1.9

mol	mcGAS MS inh
CC1=Nc2ccc(C)cc2N=C(C)C1	-10.2
CCN(CC(=O)NCc1ccc(Cl)cc1)Cc1nc2ccccc2c(=O)[nH]1	0.5
CC(CNC(=O)c1cccc(F)c1)N(C)C(=O)c1cccc(F)c1 (stereo unspecified)	-10.4
CNc1cc(-c2cccc(OC)c2F)nc2ccnn12	-0.5
CCc1cc2c3c(c1)C1(C(=O)N3C(C)(C)C=C2C)c2c([nH]c(=O)[nH]c2=O)OC(=N)C1C#N (stereo unspecified)	-4.9
Cc1ncsc1CCN(C)C(=O)c1cn(Cc2ccc(Cl)cc2)nn1	-5.4
O=C(CCN1CCN(CCO)CC1)Nc1ccc(C2CCCC2)cc1	-10.3
COC(=O)c1ccc(CN2CCN(c3cc(OC)cc(OC)c3)C(=O)C2C)cc1 (stereo unspecified)	-15.6
Cc1cc2nc(-c3ccco3)cc(C(F)(F)F)n2n1	4.6
CN(C)c1ccc(NC(=O)C2(S(=O)(=O)c3ccccc3)CCCC2)cn1	-12.1

structure,mcGAS MS inh
CC(C)C(=O)NCCn1cc(C(C)c2ccccc2)nn1 (stereo unspecified),-22.4
CN(C(=O)C1CCCN(S(=O)(=O)c2ccc(F)cc2)C1)C1CCS(=O)(=O)C1 (stereo unspecified),-1.4
Cc1ccc(COc2ccc(/C=N\n3c(=O)c(C(C)(C)C)nn4cnnc34)cc2)c(C)c1,-6.2
CCCCNCC(=O)N(CCc1ccccc1)Cc1ccc(C)o1,-5.9
O=C(NC12CC3CC(CC(C3)C1)C2)C1CCC1,-9.0
CSc1cccc(CN2CCC3(CCCN(CC4CC4)C3)C2)c1 (stereo unspecified),-4.1
CC(NC(=O)N1CCCC2CCCC21)c1nnnn1-c1ccccc1 (stereo unspecified),-8.9
CC(=O)N1CCc2cc(C(=O)N3C(C(=O)O)CC4CCCCC43)ccc21 (stereo unspecified),-0.2
Cc1csc(N2CCCN(CC(=O)N3CCOC4CCCCC43)CC2)n1 (stereo unspecified),-0.9
COc1ccc(CCNC(=O)c2cc(-c3ccccc3)nc3ccccc23)cc1,-5.7
CCCNC(=O)CN1CCN(C(=O)NCC2CC2)CC1,-9.0
Cc1c(C)n2c3c(=O)n(CCc4ccccc4)c(=O)n(C)c3nc2n1CCc1ccccc1,2.4
CCc1ccccc1NC(=O)c1cccc(NC(=O)C2C=CCN2)c1 (stereo unspecified),5.6
C=CCNC(=S)Nc1nccs1,-7.0
CNc1cccc(-c2ccccc2NS(C)(=O)=O)n1,-3.1

structure,mcGAS MS inh
CCOc1ccccc1N1CCN(Cc2cc3n(n2)CCCNC3)CC1,-8.5
CN1CCN(Cc2cnc[nH]2)CC12CCN(C(=O)CCc1ccccc1)CC2,-1.7
Cc1ccc(NC(=O)NCCNc2cc(N3CCCC3)nc(C)n2)c(Cl)c1,-8.3
CCn1c(C2CCCN(C(=O)c3cc(C(F)(F)F)[nH]n3)C2)nn(C)c1=O (stereo unspecified),-11.2
Cc1nccn1-c1ccccc1CNC(=O)c1cnn2ccn(C)c12,-21.0
FC(F)(F)CCc1ccnc(NCC2OCCc3ccccc32)n1 (stereo unspecified),-3.7
CNC(=O)c1ccc(NC(=O)N(Cc2ccc(C)s2)C(C)C)cc1,0.3
COc1ccnc(NCC(=O)Nc2ccc(F)c(F)c2)n1,-13.3
Cc1cc(NC(=O)Cn2ccc(-c3ccncc3)n2)n(-c2ccccn2)n1,-15.0
COc1ccccc1OCC1CN(C(=O)C2C=CCC=C2C)CCO1 (stereo unspecified),-5.1
O=[N+]([O-])c1cc(S(=O)(=O)C(F)(F)F)ccc1NCCc1nnc2ccccn12,49.9
Cc1ccc(NC(=O)c2cn(C)nc2C(C)C)cc1,-7.3
CCN(c1ccc(F)cc1)S(=O)(=O)c1ccc(C(N)=O)cc1,-0.8
Cc1sc2nc(CN3CCCC3)nc(NCC(=O)NC(C)(C)C)c2c1C,-14.9
COc1ccc(-c2noc(=O)n2CCCn2cncn2)cc1OC,-6.2

In another format: two of the compounds above.
SMILES: COc1ccnc(NCC(=O)Nc2ccc(F)c(F)c2)n1
  mcGAS MS inh = -13.3

SMILES: Cc1cc(NC(=O)Cn2ccc(-c3ccncc3)n2)n(-c2ccccn2)n1
  mcGAS MS inh = -15.0

Continuation.
structure,mcGAS MS inh
O=C(CN1CCCCc2ccccc21)Nc1cc2c(cc1Cl)OCCO2,-7.7
COc1ccc(C(=O)N2N=C(C3CCCCC3)CC2(O)C(F)(F)F)cc1OC (stereo unspecified),-26.3
CC(CNC(=O)c1ncc(C(C)(C)C)o1)CC1(C)OCCO1 (stereo unspecified),3.8
O=C1c2ccccc2-c2onc3c(Cl)cc(O)c1c23,20.8
CCc1nn2c(=O)cc(CN(C)Cc3ccc(OC)c(F)c3)nc2s1,-3.3
COc1ccc(Cn2cc3cnc(C(=O)NCc4ccc(F)c(F)c4)cc3c2)cc1,-4.7
COc1ccccc1OCCOc1ccc(F)cc1,-2.6
Cc1ccc(-n2nnnc2C2(NC(=O)C(F)(F)F)CCCC2)cc1,-5.1
O=C(COc1ccccc1)NCCOc1cc(N2CCCC2)ncn1,-2.7
CC1CCCC(NC(=O)Nc2ccccc2-n2cccn2)C1 (stereo unspecified),-9.8
CC[C@H]1OC(=O)[C@H](C)[C@@H](O[C@H]2C[C@@](C)(OC)[C@@H](O)[C@H](C)O2)[C@H](C)[C@@H](O[C@@H]2O[C@H](C)C[C@H](N(C)C)[C@H]2O)[C@](C)(OC)C[C@@H](C)C(=O)[C@H](C)[C@@H](O)[C@]1(C)O,-7.2&5.8
N#Cc1cc(F)ccc1N1CCCN(C2CCOCC2)CC1,-14.7
CCn1nc(C)c(C(C)NC(=O)c2ccccc2-c2ncc[nH]2)c1C (stereo unspecified),-14.8
O=C(O)C1CSC(c2cc(Br)ccc2O)N1 (stereo unspecified),-2.5
O=C(C1CCN(S(=O)(=O)N2CCCCC2)CC1)N1CCCCCC1,-6.8

structure,mcGAS MS inh
O=c1cnc2ccccc2n1Cc1cc(Cl)c2c(c1)OCCO2,12.1
FC(F)(F)c1nc(=S)c2ccccc2[nH]1,15.0
CC(C)Cn1c(CN(Cc2ccccc2)CC2CC2)cnc1S(C)(=O)=O,-12.5
O=C(Cc1ccc(Br)cc1)NCCc1cccnc1,-8.3
CN(CC(=O)N1CCCC1C(=O)O)C(=O)OC(C)(C)C (stereo unspecified),-7.8
COc1ccc(OCc2ccccn2)c(C=O)c1,0.0
Cc1nc(C(=O)NCc2cccs2)ccc1C#N,-6.7
Cc1cccc(C(=O)N2CCC(n3nccc3NC(=O)CCOc3ccccc3)CC2)n1,-11.5
COc1ccc2cc(C(=O)C3CCCN(CCc4cn[nH]c4)C3)ccc2c1 (stereo unspecified),-6.7
O=C(CSc1nc2[nH]ncc2c(=O)[nH]1)N1CCN(c2ccccc2)CC1,0.4
COCCNCC(=O)N(Cc1ccccc1)Cc1ccco1,-4.3
O=C(/C=C/c1ccccc1)N1CCN(S(=O)(=O)N2CCOCC2)CC1,-1.7
COc1ccccc1-n1cc(CNC(=O)c2ccc(=O)n(C)c2)cn1,-16.7
CCc1nnc(CN(C)Cc2cccc(C(=O)Nc3ccnn3C)c2)o1,-10.9
COc1nccnc1N1CCC(O)(CO)CC1,-19.5

Six entries from above, sorted by count of non-hydrogen atoms, lowest first.
structure,mcGAS MS inh
COc1nccnc1N1CCC(O)(CO)CC1,-19.5
O=C(Cc1ccc(Br)cc1)NCCc1cccnc1,-8.3
CN(CC(=O)N1CCCC1C(=O)O)C(=O)OC(C)(C)C (stereo unspecified),-7.8
O=c1cnc2ccccc2n1Cc1cc(Cl)c2c(c1)OCCO2,12.1
O=C(/C=C/c1ccccc1)N1CCN(S(=O)(=O)N2CCOCC2)CC1,-1.7
O=C(CSc1nc2[nH]ncc2c(=O)[nH]1)N1CCN(c2ccccc2)CC1,0.4

The list goes on.
structure,mcGAS MS inh
NC(N)=NCC1COC2(CCCCC2)O1 (stereo unspecified),-1.4
CNC(=O)[C@@H]1C[C@@H](N)CN1Cc1cc(OC)cc(OC)c1,-11.5
Cc1cccc(S(=O)(=O)NC(=O)C2(C)CCN2C(=O)c2ccc(C(C)(C)C)cc2)c1 (stereo unspecified),-8.2
Cc1cn2c3c(=O)n(Cc4ccc(F)cc4)c(=O)n(C)c3nc2n1CCCO,-8.3
CNc1nc2c(=O)[nH]nc(-c3ccccc3)c2s1,-6.0
CC(C)(C)c1ccc(S(=O)(=O)NC(=O)C2(C)CCN2C(=O)CCC2CCCC2)cc1 (stereo unspecified),-8.1
CC(=O)c1[nH]c(C)c(C(=O)NCC2CCCO2)c1C (stereo unspecified),-3.4
Cc1ccc(NC(=O)CSc2nccn2C)cc1S(=O)(=O)N1CCCCC1,-0.8
CCCCSc1nc2c(c(=O)n1C)SC(C)C2 (stereo unspecified),-6.7
COCCN1C(=O)C=C(Nc2ccc(S(N)(=O)=O)cc2)C1=O,-12.2
COc1c(CNC2CCCCNC2=O)c(C)nn1C (stereo unspecified),-4.5
CC(=O)NC(C)c1ccc(S(=O)(=O)NC2CCc3ccccc3C2)s1 (stereo unspecified),-13.9

High-throughput results from PubChem BioAssay.
